Source: PubChem BioAssay
Cardiac RTF inh = cardiac RTF calcium desensitization; IANBD-labeled cardiac RTF, Ca2+ fluorescence; inhibition, % at 7.15 µM; 340,000 compounds, 0.12% hits; P19429+P45379;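 active = inhibition above the mean inhibition of all tested compounds plus 3 SD, cut at about 17% in these data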;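 also: assay run at fixed EC70 calcium of 1.6 mM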
DSG3 Ab inh = inhibitors of pemphigus antibody binding to human desmoglein-3; P32926; DSG3-coupled beads, scFv-anti-DSG3-GFP binding, flow cytometry; stronger effect = lower value; binding (percent of control), % at 10 µM; 310,000 compounds, 0.48% hits; AID 588358;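 active = binding more than 3 SD below its plate's average and above zero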; also: some compounds called inactive have numbers as strong as hits
Target sequence (P32926 whole entry, looked up): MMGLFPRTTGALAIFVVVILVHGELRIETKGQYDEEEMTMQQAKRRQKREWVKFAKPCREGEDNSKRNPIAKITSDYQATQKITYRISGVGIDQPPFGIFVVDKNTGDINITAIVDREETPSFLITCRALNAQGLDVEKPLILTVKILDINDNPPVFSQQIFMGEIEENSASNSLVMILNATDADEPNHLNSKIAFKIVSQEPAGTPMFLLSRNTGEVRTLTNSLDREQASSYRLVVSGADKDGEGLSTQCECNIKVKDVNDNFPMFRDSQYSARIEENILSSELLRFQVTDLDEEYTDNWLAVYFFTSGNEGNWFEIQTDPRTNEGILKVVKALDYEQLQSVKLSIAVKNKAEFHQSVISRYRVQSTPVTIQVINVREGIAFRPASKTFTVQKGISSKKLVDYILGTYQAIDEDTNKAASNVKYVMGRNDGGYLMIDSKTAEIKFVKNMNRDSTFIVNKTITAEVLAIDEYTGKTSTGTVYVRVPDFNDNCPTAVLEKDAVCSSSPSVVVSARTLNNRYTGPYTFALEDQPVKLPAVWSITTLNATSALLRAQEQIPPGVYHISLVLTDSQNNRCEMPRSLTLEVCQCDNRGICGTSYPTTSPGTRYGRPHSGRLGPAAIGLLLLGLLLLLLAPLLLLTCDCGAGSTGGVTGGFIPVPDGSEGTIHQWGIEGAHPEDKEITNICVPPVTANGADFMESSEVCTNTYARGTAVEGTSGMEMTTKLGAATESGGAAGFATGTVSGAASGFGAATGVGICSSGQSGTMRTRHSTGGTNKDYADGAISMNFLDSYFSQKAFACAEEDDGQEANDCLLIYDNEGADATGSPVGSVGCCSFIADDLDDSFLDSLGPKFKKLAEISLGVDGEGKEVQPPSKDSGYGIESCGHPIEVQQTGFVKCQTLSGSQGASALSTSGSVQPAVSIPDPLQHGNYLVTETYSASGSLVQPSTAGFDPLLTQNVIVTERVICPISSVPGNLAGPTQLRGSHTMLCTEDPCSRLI
V-ATPase pH = yeast V-ATPase proton transport regulation by pHLuorin; S. cerevisiae, pHLuorin cytosolic pH fluorescence; response, % at 10 µM; 350,000 compounds, 0.37% hits; in the data active = response mostly above about 7.3%, no sharp cut-off; inactive = mostly below about 5.4%; also: actives read high; inactives centre near 0; some compounds called inactive have numbers as strong as hits; reference of the scale not given here
Keap1 Nrf2 FP = inhibitors of human Keap1-Nrf2 protein-protein interaction; Q14145; Keap1 Kelch-Nrf2 peptide fluorescence polarization, 1536-well; inhibition, % at 9.4 µM; 340,000 compounds, 0.15% hits; AID 504523; in the data active = inhibition above about 12%;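 also: human Keap1 Kelch domain with fluorescein labeled Nrf2 9mer peptide probe; 0% = neutral control wells and 100% = peptide positive control; higher means more block of Keap1 binding to Nrf2 peptide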
Arr AP2 block = inhibitors of human beta-arrestin and AP2 interaction; 340,000 compounds, 0.31% hits; inhibition, % at 10 µM; FITC-arrestin peptide / GST-AP2 beads, flow cytometry; AP2 beta2 appendage carries R879A mutation;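 active = inhibition above a set limit, near 3 SD of compounds lacking own fluorescence, cut at about 54% in these data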;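 also: plate controls were DMSO wells for no effect and 5 µM unlabelled arrestin peptide for full effect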
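Material – GST-tagged AP2 beta2-adaptin appendage (R879A) on 4 µm glutathione beads · Probe or stimulus – fluorescein-tagged arrestin peptide at 50 nM final · Timing – 12 min plus 1 h, RT · Detection – bead flow cytometry, FITC channel · Read-out basis – inhibition as reduced fluorescein signal on beads, percent · Medium – PBS plus Tween 20 (0.05%) and BSA (0.1%)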
NSD2 HMT inh = inhibitors of human histone methyltransferase NSD2; inhibition, % at 12.5 µM; O96028; 310,000 compounds, 0.54% hits; NSD2 peptide methylation, AlphaScreen, 120 min; AID 743445; in the data active = inhibition above about 50%
CAL PDZ FP-1 = inhibitors of human CAL PDZ peptide binding. purified CAL PDZ, TMR-peptide fluorescence polarization, 1 h. AID 504414. Q9HD26. 330,000 compounds, 0.02% hits. inhibition, % at 20 µM;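 active = highest replicate inhibition of at least 40%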;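 also: plate controls were DMSO neutral control wells for no effect and unlabeled competitor peptide control wells for full effect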
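Material: tagged CAL PDZ domain; buffer or medium: 25 mM sodium phosphate pH 7.4, 150 mM NaCl, TCEP, IgG, Thesit; compound dosing: single point, 20 µM; schedule: 1 h incubation at room temperature before polarization reading; measured by: FP readout, S and P plane fluorescence; read-out basis: percent inhibition from loss of millipolarization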
C-LANA FP = KSHV C-LANA DNA binding inhibition; inhibition, % at 9 µM; 340,000 compounds, 0.078% hits; MBP-C-LANA/FAM-LBS DNA binding, fluorescence polarization;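 active = highest replicate inhibition at or above 60% at 9 µM, even if other replicates fall short; inactive = all replicates below 60% inhibition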;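 also: 0% = neutral control wells and 100% = 4 µM acridine orange control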
CAL PDZ FP-2 = CAL PDZ (human) peptide binding inhibition; purified CAL PDZ, TMR-peptide fluorescence polarization, 1 h; Q9HD26; AID 602252; 300,000 compounds, 0.92% hits; inhibition, % at 24.9 µM;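 active = mean inhibition of at least 30% with at least half of replicates also reaching 30%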;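 also: 0% = DMSO neutral control and 100% = excess unlabeled competitor peptide PRC23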
DAGLB inhibitor = diacylglycerol lipase beta (human) inhibition | AID 504411 | Q8NCG7 | inhibition, % at 5.17 µM | 340,000 compounds, 0.059% hits | HEK293T DAGLB membrane lysate, EnzChek fluorogenic substrate; in the data active = inhibition above about 34%;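 also: 0% = enzyme with vehicle and 100% = wells lacking enzyme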
The depositor's hits bear a star; nt = not tested or not shown. This is a subset; count on the stated rates, not on these rows.

SMILES | Cardiac RTF inh | DSG3 Ab inh | V-ATPase pH | Keap1 Nrf2 FP | Arr AP2 block | NSD2 HMT inh | CAL PDZ FP-1 | C-LANA FP | CAL PDZ FP-2 | DAGLB inhibitor
COc1ccc2c(c1)C1C=CCC1C(c1cc3c(cc1Br)OCO3)N2 (stereo not given) | -1 | 96 | 1 | 0 | 25 | 1 | -1.6 | -0.7 | 4 | 9
CCCn1nnnc1SCC(=O)NC1CCCC1 | -14 | 99 | 7 | 3 | -2 | -3 | -3.1 | -0.8 | -4 | 0
O=C(Nc1ccccc1C(F)(F)F)c1ccc2nccnc2c1 | -11 | nt | 1 | -3 | -15 | 35 | -4.0 | 0.9 | -6 | 1
Cc1cccc(C)c1OCC(=O)Nc1cccc(NC(=O)c2ccco2)c1 | -5 | 97 | 0 | -7 | 0 | -1 | -1.7 | -0.2 | nt | -1
O=C(c1ccc(N2CCCCC2)c([N+](=O)[O-])c1)N1CCOCC1 | -4 | 100 | -7 | 4 | 3 | 20 | -0.7 | -0.3 | -8 | 2
COC(=O)c1cc(=O)nc2sc(-c3ccc(F)cc3)nn12 | -9 | 98 | 9 | -6 | 10 | -4 | -1.7 | -0.3 | -21 | -1
C[C@@H](C(=O)NCc1ccccc1)[C@H]1C[C@]1(C)[C@H](NC(=O)OCc1ccccc1)c1ccccc1 | -3 | 105 | 1 | -3 | 16 | nt | -1.5 | 0.0 | 0 | -8
COCCN(Cc1ccccc1)C(=O)c1ccc(C(=O)c2ccccc2)cc1 | -5 | 101 | 3 | 1 | 47 | -6 | -0.4 | -0.7 | -4 | -4
O=C(COC(=O)CN1C(=O)C2CC=CCC2C1=O)Nc1cc(C(F)(F)F)ccc1N1CCOCC1 (stereo not given) | 1 | 102 | 3 | -3 | -8 | -2 | nt | 0.0 | 3 | 2
CCC(=O)N1CCc2cc(S(=O)(=O)NC(C(=O)Nc3cccc(C)n3)C(C)C)ccc21 (stereo not given) | 3 | 96 | -2 | -4 | -2 | nt | -1.0 | -1.3 | 4 | 0
Cc1cc(C)cc(OCC(=O)N/N=C/c2ccccn2)c1 | -5 | 98 | -1 | -1 | -14 | nt | -0.6 | 5.2 | nt | 0
COc1ccc(C(CC(=O)O)NC(=O)c2ccco2)cc1OC (stereo not given) | 5 | nt | 4 | -4 | -4 | 0 | -0.8 | 2.6 | 0 | -1
CN(C)c1ccc(NC(=O)Oc2ccccc2)cc1 | 3 | 105 | -2 | 0 | 16 | nt | 0.0 | -1.1 | -3 | 1
Cc1ccc(C2=CC(=O)C[C@H](c3ccc(F)cc3)C2)cc1 | 3 | 100 | -1 | 0 | 25 | nt | -1.5 | 0.6 | 0 | -21
CCCCCCCCc1nnc(N)s1 | nt | 96 | -3 | 0 | 43 | -4 | -1.4 | 1.9 | nt | nt
CCN(CC)C1CCN(C(=O)c2ccc(OC3CCN(C(=O)CCOC)CC3)cc2)C1 (stereo not given) | nt | 103 | -2 | nt | nt | 4 | nt | nt | nt | -1
COc1ccccc1N(C(C)=O)C1=C(Cl)C(=O)c2ccccc2C1=O | nt | 104 | 15 | nt | nt | 37 | nt | nt | nt | -2
CSc1nc(N(C)CCO)c2sc3nc(-c4ccco4)c4c(c3c2n1)CCC4 | -2 | 102 | 6 | -3 | -4 | nt | -2.6 | -2.2 | -4 | 4
CCCCCCN1C=CC=C/C1=C/C=C(C#N)C#N | -13 | 131 | -2 | -2 | 1 | 0 | -0.9 | 4.4 | -4 | 11
CC1CCC2C(=O)N(c3ccccc3OC(=O)c3ccccc3)C(=O)C2C1 (stereo not given) | -6 | 101 | 0 | -1 | 6 | -3 | 2.4 | -0.7 | -1 | -2
CCc1ccccc1NC(=O)c1cccc(Oc2ccc([N+](=O)[O-])cc2Cl)c1 | 6 | 88 | -1 | -1 | 27 | -2 | -2.3 | -1.1 | -17 | -3
Cc1nc(Nc2ccc3c(c2)OCO3)c2oc3ccccc3c2n1 | -9 | 105 | 0 | -1 | -5 | nt | 1.0 | 1.3 | -2 | 0
O=c1[nH]c(C2CCN(S(=O)(=O)c3ccc4c(c3)OCCO4)CC2)nc2c1nnn2Cc1c(F)cccc1Cl | -8 | 101 | 5 | -7 | -4 | -2 | -5.8 | 1.2 | -4 | 2
COc1cccc(-c2sc3ccc(OC)cc3c2-c2ccc(C(N)=O)cc2)c1 | 4 | 93 | -1 | -2 | nt | nt | -0.6 | -1.0 | -1 | -4
O=C(Nc1ccc(OCC(F)(F)C(F)F)cc1)c1ccncc1 | -3 | -13* | -1 | -2 | -6 | 5 | -5.2 | -0.9 | -3 | -2
CC(=O)c1c(C)[nH]c(C(=O)COC(=O)c2ccc(C)s2)c1C | 3 | 114 | 4 | -2 | 6 | 16 | -0.8 | 5.2 | 0 | 1
CCOc1ccc(/C=C/C(=O)N(C)CC(=O)Nc2cccc(F)c2)cc1OCC | -3 | 106 | 1 | -7 | 5 | -1 | 0.1 | -0.8 | -2 | -5
COc1ccc(-c2cc(-c3ccc(C)cc3)n[nH]2)c(O)c1 | -5 | 115 | 1 | -3 | -10 | -1 | -1.3 | -3.6 | -4 | -7
CCOC(=O)c1oc2ccccc2c1N | -6 | 98 | -1 | -4 | 11 | 1 | -1.5 | -0.5 | 1 | 0
O=C(CSCc1c(Cl)cccc1Cl)Nc1nccs1 | -1 | 101 | -4 | 5 | 6 | 14 | -0.9 | 1.5 | 1 | -2
CC(=O)c1c(C)[nH]c(C(=O)/C(C#N)=C/c2cccc(C)c2)c1C | -2 | nt | 0 | -8 | 12 | 9 | -2.7 | -1.8 | -4 | 5
Cc1cccc(NC2(C(F)(F)F)N=C(c3ccccc3)NC2=O)n1 (stereo not given) | 3 | 106 | -1 | -5 | 1 | 2 | 0.0 | -1.5 | nt | -3
Cc1ccc(C(=O)c2coc3ccc(O)c(Cl)c23)cc1 | -6 | nt | -4 | -5 | -5 | nt | nt | 19 | -1 | -4
O=C(COc1ccccc1F)NNC(=O)c1ccc(F)c(S(=O)(=O)N2CCOCC2)c1 | -5 | 93 | 2 | 2 | 5 | 0 | -0.7 | -0.1 | -5 | -3
CCc1ccc(-c2csc(NC(=O)Oc3ccccc3)n2)cc1 | -7 | 99 | 2 | -5 | 6 | 2 | 0.7 | 0.1 | -2 | 0
Cc1noc(C)c1S(=O)(=O)Nc1ccc2c(c1)C(=O)N([C@H](C)CO)C[C@H](C)[C@@H](CN(C)C(=O)Nc1ccccc1)O2 | -10 | 91 | -4 | 0 | 19 | nt | -0.2 | -0.9 | -6 | -1
COc1ccc(C2CC(=O)c3cnc(NC(=O)c4ccccc4)nc3C2)cc1OC (stereo not given) | -9 | 103 | 4 | -3 | 12 | nt | 0.1 | -2.6 | nt | 1
CN(C(=O)CSc1nnnn1C)C1(C#N)CCCCC1 | -9 | 107 | 1 | 0 | -11 | -1 | -0.4 | -0.6 | -4 | 0
Cc1ccc(NS(=O)(=O)c2cc(NC(=O)c3ccc4c(c3)NC(=O)CS4)ccc2C)c(C)c1 | 5 | 102 | -2 | 6 | 15 | -4 | -3.0 | 2.7 | -4 | 4
COc1ccc(NC(=O)C2CCCN(S(=O)(=O)c3cccc4nonc34)C2)cc1OC (stereo not given) | -3 | 96 | 0 | -1 | 11 | 0 | -0.4 | -0.3 | -3 | 1
O=C(c1cnn(C(=O)c2ccco2)c1)c1cc(F)ccc1O | -1 | 82 | 3 | -3 | 5 | -2 | -0.7 | -1.8 | -2 | -2
O=C(CNC(=O)c1ccccc1)OCc1nnc(-c2ccccc2)o1 | -11 | 97 | 5 | -1 | 1 | -1 | -1.8 | 0.6 | -6 | 1
CCOc1ccc(C(=O)COC(=O)c2nn(CC)c(=O)c3ccccc23)cc1 | -1 | 96 | -2 | 21* | -37 | 0 | -2.3 | 11 | nt | -6
Cc1ccc(S(=O)(=O)N2CCN(c3ccnc4cc(Cl)ccc34)CC2)cc1 | -12 | 100 | 2 | -1 | 11 | -4 | -1.4 | 0.5 | -7 | -2
CCOCCOc1nc(C)cc(C)c1S(=O)(=O)c1ccccc1C | 0 | 101 | -3 | 3 | 0 | -4 | -1.6 | -0.4 | -5 | -4
O=C(CSc1nnc2c(Cl)cc(Cl)cn12)NC1CCS(=O)(=O)C1 (stereo not given) | 2 | 103 | 1 | -1 | 8 | -3 | 0.4 | -0.3 | -3 | -3
COc1ccccc1CNC(=O)C1CCN(S(=O)(=O)c2cccc3cccnc23)CC1 | 0 | 108 | 5 | -1 | 19 | nt | -1.1 | -0.3 | -1 | -5
Cc1c(NC(=O)c2cccc(NC(=O)Cc3ccc(F)cc3)c2)c(=O)n(-c2ccccc2)n1C | -3 | nt | nt | -4 | -17 | 3 | -0.2 | -0.6 | 3 | -1
CCN(CC)C(=O)Cn1cc(C(=O)C(=O)N2CCN(c3ccc(OC)cc3)CC2)c2ccccc21 | -3 | nt | 2 | -6 | 2 | 12 | -2.8 | -1.0 | 1 | -3
Cc1cccc(NC(=O)CCC2CCN(Cc3nccs3)CC2)c1 | 1 | nt | -1 | 3 | 14 | 1 | -0.9 | -1.8 | -1 | -1
Continuation:
SMILES | Cardiac RTF inh | DSG3 Ab inh | V-ATPase pH | Keap1 Nrf2 FP | Arr AP2 block | NSD2 HMT inh | CAL PDZ FP-1 | C-LANA FP | CAL PDZ FP-2 | DAGLB inhibitor
O=C(NCc1ccccc1)C1=C[C@@H](c2ccc(C(F)(F)F)cc2)C[C@@H](OCc2ccc(CO)cc2)O1 | -5 | 97 | 0 | -5 | 12 | nt | -0.6 | -1.7 | -2 | -1
O=C(O)COc1ccccc1/C=N/NC(=O)c1cc(-c2ccccc2)nc2ccccc12 | -11 | 101 | -1 | -1 | 5 | 3 | -2.8 | -1.4 | -3 | 2
CN(C(=O)c1cccn(Cc2ccccc2)c1=O)c1ccccc1 | 9 | 97 | -8 | -9 | -5 | -4 | nt | -0.1 | -4 | -2
CC1CCC(NC(=O)c2ccc(NS(=O)(=O)c3ccc4[nH]c(=O)[nH]c4c3)cc2)CC1 (stereo not given) | 1 | 96 | 0 | -6 | 1 | -1 | -1.9 | -1.1 | -5 | -1
CC1Cc2nc(SCC(=O)N3CCOCC3)n(-c3ccccc3)c(=O)c2S1 (stereo not given) | -2 | 101 | -1 | -6 | 4 | nt | 0.2 | -2.5 | -1 | 2
CC(=O)Cc1nsc(NC(=O)c2ccccc2Cl)n1 | 2 | 108 | 0 | -3 | 45 | -1 | -2.2 | 1.4 | 1 | -3

A second format for some results above.
SMILES,Cardiac RTF inh,DSG3 Ab inh,V-ATPase pH,Keap1 Nrf2 FP,Arr AP2 block,NSD2 HMT inh,CAL PDZ FP-1,C-LANA FP,CAL PDZ FP-2,DAGLB inhibitor
O=C(O)COc1ccccc1/C=N/NC(=O)c1cc(-c2ccccc2)nc2ccccc12,-11,101,-1,-1,5,3,-2.8,-1.4,-3,2
CC1Cc2nc(SCC(=O)N3CCOCC3)n(-c3ccccc3)c(=O)c2S1 (stereo not given),-2,101,-1,-6,4,nt,0.2,-2.5,-1,2
